Source: PubChem (several laboratories)
V1R ag counter = agonists of human V1a receptor, primary screen, counter-screen for OXTR agonist project, fluorescence, CHO-V1R cells. Vasopressin V1a receptor (Homo sapiens), P37288. Fluo-8 calcium fluorescence, agonist mode; 0% DMSO, 100% 3 nM vasopressin. activation, % at 3 µM. actives 0.25% (n = 320,000);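 active = activation above the mean activation of all tested compounds plus 3 SD, per screening run, cut at about 20% in these data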;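 note: signal is peak over basal fluorescence ratio across a 100 second FLIPR read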
MEKK3 PB1 HTS = modulators of MEKK3-MEK5 PB1 binding, primary screen, biochemical, wildtype MEKK3, multiplex bead flow cytometry, Alexa488-MEK5; binding response (% of control), % at 10 µM; Mitogen-activated protein kinase kinase kinase 3 (Homo sapiens), Q99759; AID 1529, 2009; actives 1.4% (n = 290,000); bead-based flow cytometry, Alexa488-MEK5 binding to MEKK3; actives lie on both sides; 0 = blocked by unlabeled MEK5, 100 = vehicle;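 active = binding response more than 3 SD above or below the average of its plate-row segment, actives on both sides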;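 note: Alexa488 bead fluorescence after subtracting the streptavidin-only scavenger bead signal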
PHOSPHO1 block = PubChem AID 1565; recombinant PHOSPHO1, absorbance phosphatase assay; inhibition, % at 13.3 µM; actives 1.1% (n = 290,000); in the data active = inhibition above about 60%
Target sequence (Q8TCT1 whole entry, looked up): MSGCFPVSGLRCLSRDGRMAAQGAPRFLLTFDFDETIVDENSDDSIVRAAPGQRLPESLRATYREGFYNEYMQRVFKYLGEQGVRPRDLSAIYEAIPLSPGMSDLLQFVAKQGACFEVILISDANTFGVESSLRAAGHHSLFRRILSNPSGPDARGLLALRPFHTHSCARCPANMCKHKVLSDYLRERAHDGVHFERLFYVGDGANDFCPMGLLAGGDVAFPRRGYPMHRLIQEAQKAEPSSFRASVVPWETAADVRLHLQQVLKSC
MEKK2mut PB1 HTS = MEK5 binding signal on mutant MEKK2 PB1, primary screen, biochemical, multiplex bead flow cytometry, Alexa488-MEK5. Alexa488-MEK5 binding to MEKK2 mutant. actives 0.35% (n = 290,000). percent response, % at 10 µM. AID 1530, 2009; in the data active = percent response above about 24%, passing the limit was not always enough; note: inactives centre near 1; some results filed as inactive read as strong as hits; reference of the scale not given here
NALP1 inh = NALP1 inflammasome inhibitors in reconstituted yeast, colorimetric, S. cerevisiae, triplicate retest | S. cerevisiae NALP1/ASC/caspase-1 growth, X-gal OD620, 72 h | inhibition, % at 10 µM | actives 0.61% (n = 280,000); in the data active = inhibition mostly above about 24%, no sharp cut-off; inactive = mostly below about 32%; note: some compounds called inactive have numbers as strong as hits
GPR7 antag = GPR7 receptor antagonists, primary screen, cell-based, fluorescence, single concentration; Neuropeptides B/W receptor type 1 (Homo sapiens), P48145; GPR7-expressing cells, fluorescence antagonist assay; inhibition, % at 4.4 µM; actives 1.1% (n = 290,000); AID 1861, 2009; in the data active = inhibition above about 16%, passing the limit was not always enough;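 note: cells stimulated with the agonist NPW; 0% = agonist with vehicle and 100% = vehicle without agonist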
Target sequence (P48145 whole entry, looked up): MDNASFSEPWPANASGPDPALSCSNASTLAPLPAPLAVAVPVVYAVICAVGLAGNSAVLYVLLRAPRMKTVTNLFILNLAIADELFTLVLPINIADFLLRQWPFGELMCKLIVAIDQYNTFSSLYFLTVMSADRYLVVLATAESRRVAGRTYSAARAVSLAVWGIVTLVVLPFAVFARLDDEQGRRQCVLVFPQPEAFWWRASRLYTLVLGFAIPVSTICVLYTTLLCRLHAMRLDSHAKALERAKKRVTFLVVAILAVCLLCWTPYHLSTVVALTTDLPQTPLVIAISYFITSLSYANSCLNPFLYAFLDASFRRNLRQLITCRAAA
MEKK2 WT-MEK5 = modulators of MEK5 binding to wildtype MEKK2, primary screen, biochemical, multiplex bead flow cytometry, Alexa488-MEK5 | actives 1.1% (n = 290,000) | binding response (% of control), % at 10 µM | Alexa488-MEK5 binding to MEKK2 WT; actives lie on both sides | Mitogen-activated protein kinase kinase kinase 2 (Homo sapiens), Q9Y2U5; in the data active = binding response below about 67% or above about 130%
GalR3 antagonist = GalR3 antagonists in HEK293 cells, primary screen, cell-based, fluorescence readout; actives 0.44% (n = 360,000); inhibition, % at 3 µM; HEK293 GalR3-CNG cAMP membrane potential fluorescence; galR3 body fused to GalR1 C-terminus; Galanin receptor type 3 (Homo sapiens), O60755; AID 651719, 2012;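 active = inhibition above the screen-wide average plus 3 SD, cut at about 13% in these data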;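 note: forskolin and galanin both at EC90 stimulate the cells; cAMP rise reported by CNG channel membrane potential dye signal; 0% = forskolin plus galanin with DMSO and 100% = forskolin alone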
Target sequence (O60755 1-299 limits assumed): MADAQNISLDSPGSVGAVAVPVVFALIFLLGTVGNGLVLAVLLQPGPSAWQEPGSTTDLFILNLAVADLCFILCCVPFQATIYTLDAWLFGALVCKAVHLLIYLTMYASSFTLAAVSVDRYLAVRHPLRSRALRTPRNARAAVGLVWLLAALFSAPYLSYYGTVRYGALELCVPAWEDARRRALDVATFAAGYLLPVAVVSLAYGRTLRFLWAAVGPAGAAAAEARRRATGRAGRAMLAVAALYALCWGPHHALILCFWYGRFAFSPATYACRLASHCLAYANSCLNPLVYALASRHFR
OXTR ag = human OXTR agonists, primary screen, fluorescence, CHO-OTR cells, Fluo-8 calcium | Fluo-8 calcium fluorescence; normalized: DMSO 0%, oxytocin 100% | activation, % at 3 µM | actives 0.32% (n = 320,000);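 active = activation above the mean of all tested compounds plus 3 SD, cutoff set per screening run, cut at about 20% in these data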;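 note: peak over basal fluorescence ratio from a 100 s FLIPR kinetic read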
Numbers without * were called inactive; . = not tested or not shown. No enrichment for hits. Share with any hit: about 5.4%.

SMILES	V1R ag counter	MEKK3 PB1 HTS	PHOSPHO1 block	MEKK2mut PB1 HTS	NALP1 inh	GPR7 antag	MEKK2 WT-MEK5	GalR3 antagonist	OXTR ag
COc1ccc(CCN(C)C(=O)c2cc(-c3ccc(C)cc3)nc3ccccc23)cc1OC	-0.9	99	30	3	17	-10	103	1	-1.1
O=C(NCC(=O)N(CC1CCCO1)C(C(=O)NC1CCCC1)c1cccnc1)c1ccco1 (configuration not stated)	0.4	93	13	-2	17	-5	96	-2	-0.1
O=C(O)CCCc1nc(-c2ccccc2)no1	-0.4	100	14	-5	13	-15	92	-4	-0.3
Cc1ccc(-c2nc3cccnc3s2)cc1NS(C)(=O)=O	-0.7	108	52	8	12	-15	104	.	-0.4
COc1ccc(CNC(=O)C2CC(=O)N(C3CCCC3)C2)cc1 (configuration not stated)	0.0	97	41	-6	14	-16	94	0	-0.7
Clc1ccc(Cc2nn3c(Cn4nnc5ccccc54)nnc3s2)cc1	4.2	90	29	-10	24	18	90	-6	2.6
O=C(CC1C(=O)NCCN1Cc1ccc(Cl)c(F)c1)NCC1CCOCC1 (configuration not stated)	-0.1	96	12	-2	.	-3	95	8	-0.1
Cc1cc(C(=O)NP(=O)(N2CCOCC2)N2CCOCC2)c(C)n1-c1ccc(Br)cc1	1.2	93	1	4	28	-4	110	1	-0.6
NNC(=O)Nc1cccc(C(F)(F)F)c1	0.6	77	18	-16	-1	-9	81	-1	-1.2
CC(C)CCNC(=O)CCC(=O)NNc1nc2ccccc2c2nc(-c3ccccc3)nn12	0.7	104	-10	-1	13	-5	100	-2	0.1
O=C(CN(C(=O)CNC(=O)c1ccco1)c1cccc(F)c1)NC1CCCCC1	0.9	104	32	-1	-7	-7	95	-9	0.8
Cc1cc(Cl)ccc1N(CC(=O)N=Nc1c(O)[nH]c2ccccc12)S(C)(=O)=O	9.2	100	22	-3	0	1	94	-4	13
CC(=O)Oc1ccc(Nc2ccccc2)cc1	2.3	101	32	-1	-18	3	95	-4	-1.0
Cn1cc(CNC(=O)C2CCC(=O)N(Cc3cccc(C(F)(F)F)c3)C2)cn1 (configuration not stated)	.	100	47	-4	8	-1	102	-2	.
Cc1ccc(N/C=C2\CCCCC2=O)c(C)c1	-0.7	102	19	-1	42	9	98	1	-1.4
CCCCc1cc(=O)oc2cc(OCC(=O)Nc3ccccn3)ccc12	1.0	101	33	0	-7	-10	103	-1	-0.1
Cn1nc(-c2ccccc2)c(CSc2ccccc2)c1Cl	-1.0	102	8	5	-16	-15	102	-5	-2.0
Cc1c(NC(=O)c2ccc(C(=O)Nc3c(C)n(C)n(-c4ccccc4)c3=O)cc2)c(=O)n(-c2ccccc2)n1C	-0.3	110	29	4	16	-19	111	-10	0.7
CCc1nc(SCC(=O)Nc2nnc(CC(C)C)s2)n[nH]1	1.1	99	51	1	6	-17	104	-4	4.3
Fc1ccc(CSc2ncnc3nc[nH]c23)cc1	3.5	105	22	8	23	-2	108	0	1.3
COc1ccccc1NS(=O)(=O)c1cc(NC(=O)CNC(=O)c2ccc(C)s2)ccc1Cl	-0.1	91	11	-2	25	-8	96	-3	0.3
CCOC(=O)C1CCN(CC(=O)Nc2c(C(=O)OC)[nH]c3ccc(Cl)cc23)CC1	2.9	92	3	-3	3	18*	102	-5	-0.7
COc1ccc(/C(C)=N/NC(=O)C(NC(=O)c2ccccc2)c2n[nH]c(=O)c3ccccc23)c(OC)c1 (configuration not stated)	-0.4	68	37	-23	8	-5	72	-1	1.0
Clc1ccc(/C=C/c2nc3ccccc3[nH]2)c(Cl)c1	-0.7	101	10	1	4	16	102	-4	-1.7
Oc1c(C=NCc2ccc(F)cc2)[nH]c2ccc(Br)c(Cl)c12	2.6	102	-43	0	10	7	96	1	3.3
O=C(NNc1nc(-c2ccc(F)cc2)cs1)c1ccccc1	0.3	102	-94	-3	-7	-14	88	-6	0.7
COc1ccc(C2N(Cc3ccccc3)CC(=O)N2/N=C(\C)c2ccccc2)cc1 (configuration not stated)	1.0	100	-6	-1	28	-3	97	-4	-1.4
CCOc1ccc(OCC)c(S(=O)(=O)NCc2ccccn2)c1	0.3	101	21	-1	16	4	94	-1	-0.5
CCN(CC)S(=O)(=O)c1cccc(C(=O)N[C@H](C(=O)NCc2ccc(Cl)cc2)C(C)C)c1	0.3	101	-9	1	13	12	101	-4	-1.4
CN(C)CCNc1ncnc2c1sc1nc(N3CCCC3)c3c(c12)CC(C)(C)OC3	-0.5	101	20	1	-3	-14	118	-2	-1.9
CCc1ccc(N2CC34C=CC(O3)C(C(=O)OC)C4C2=O)cc1 (configuration not stated)	0.3	97	-9	0	25	-3	99	1	-0.5
CN(C)S(=O)(=O)c1cccc(C(=O)NCCCn2ccnc2)c1	1.9	96	18	-6	8	-6	92	1	0.6
COc1cc(OC)cc(C(=O)N[C@H](C(=O)Nc2ccc(S(=O)(=O)N(C)C)cc2)C(C)C)c1	0.3	104	5	6	4	-12	104	-3	-0.9
Cc1nnc(SCCn2c(N3CCN(Cc4ccccc4)CC3)nc3c2c(=O)[nH]c(=O)n3C)s1	0.5	103	17	5	3	-9	105	-2	-0.1
OCCNc1nc(N2CCCC2)nc(N2CCCC2)n1	4.2	104	-6	9	-12	-9	100	-5	0.3
Cn1nc(-c2ccc(OCC(=O)NCC3CCCO3)cc2)c2ccccc2c1=O (configuration not stated)	7.6	105	17	6	4	2	103	-4	5.4
Cc1nc(-c2ccccc2OC(F)(F)F)[nH]c(=O)c1Cl	0.7	99	41	-3	17	-7	99	-5	0.0
O=C(NCCC1=CCCCC1)C1CCC(CNc2nc(=S)[nH]c3ccccc23)CC1 (configuration not stated)	-1.1	96	-22	-9	-6	-7	95	4	-1.0
O=C(O)CCC(=O)OCC1CCCO1 (configuration not stated)	-0.8	101	23	0	6	-11	100	-5	-0.4
CCn1cc(S(=O)(=O)N2CCc3ccccc3C2)cn1	1.8	101	28	2	23	6	104	-4	-0.2
Cc1nn(Cc2ccc(C(=O)N3CCN(C(=O)c4ccco4)CC3)o2)c(C)c1[N+](=O)[O-]	0.2	108	37	8	4	-10	113	-2	0.4
Cc1noc(C(=O)Nc2cccnc2)c1Cl	1.2	100	0	-3	-3	-15	99	0	-1.9
CCC(C)NC(=O)CSc1nnc(-c2ccc(C(C)(C)C)cc2)n1C (configuration not stated)	2.4	101	24	1	11	-3	103	-1	1.2
COc1ccc(CNC(=O)CN(C)Cc2ccccc2F)cc1OC	1.8	102	24	1	2	-8	104	-6	3.6
CCCOc1ccc2cc(C(=O)NCc3ccccc3)c(=O)oc2c1	0.7	100	35	-1	6	-9	96	-1	0.7
Cn1cc(CCC(=O)N2CCCC(CCC(=O)NCc3ccc(F)c(F)c3)C2)cn1 (configuration not stated)	0.1	102	-7	-1	17	3	96	-4	-0.9
NC(=O)CCn1ccc2ccccc21	0.6	102	-4	5	24	-3	100	-6	1.2
COCCNCCOCCOc1ccc(Cl)c(C)c1	0.4	102	21	13	13	10	103	-3	0.9
Cc1ccc(C=Nc2ccc(N(C)C)cc2)o1	-0.2	97	-2	6	-4	-5	100	-5	-0.2
C=CC[C@H]1CC(C)=C[C@H](CC=C)N1	0.0	117	-2	195*	21	-15	203*	-2	-0.5
The results go on.
SMILES	V1R ag counter	MEKK3 PB1 HTS	PHOSPHO1 block	MEKK2mut PB1 HTS	NALP1 inh	GPR7 antag	MEKK2 WT-MEK5	GalR3 antagonist	OXTR ag
Cn1cnnc1SC(C(=O)c1ccccc1)c1ccccc1 (configuration not stated)	0.0	107	15	4	-12	5	111	0	-1.8
O=C(O)CSc1c2c(nc3cc(C(=O)N4CCCC4)ccc13)CCCC2	-0.1	99	-5	-10	-25	-12	88	-6	-1.1
COc1cc(CC(=O)OCC(=O)Nc2sccc2C(N)=O)cc(OC)c1OC	8.7	90	13	-3	17	-4	91	-9	12
CN(Cc1ccc2c(c1)OCCO2)C(=O)CN1C(=O)NC2(CCCCC2)C1=O	-0.1	101	33	2	14	11	109	-3	-0.6
O=Cc1ccc(OCc2ccc3ccccc3c2)cc1	0.9	100	14	0	21	10	99	-11	-1.8
Cc1ccccc1-c1nc(CN(Cc2c(C)nn(C)c2C)C2CC2)c(C)o1	0.6	114	41	3	8	9	105	-8	-0.6
CC1CCN(C(=O)Cn2c(=O)c3cccn3c3ccccc32)CC1	2.2	99	-4	2	-4	2	100	-8	0.5
CCCN1CCC(NCc2cn(C)nc2-c2ccc(Oc3ccccc3)cc2)CC1	2.7	110	15	8	14	6	120	-5	7.3
N#C/C(=C\c1ccc(O)cc1)c1nc2ccccc2o1	4.5	72	16	-24	-5	-3	77	11	7.9
O=S(=O)(c1ccccc1)c1nc(NCc2ccccc2)sc1Cl	0.8	98	-16	0	23	-14	96	-3	-1.5
Cc1ccc(OCCn2cnc3c(N)ncnc32)cc1	0.5	97	16	-4	-1	-3	97	-1	1.7
CSc1ccc(S(=O)(=O)NCc2ccc(C)cc2)cc1	0.0	95	13	-4	48	-10	98	-3	-1.5
COc1ccc(CCNC(=O)CSc2nnc(-c3ccccc3)c3ccccc23)cc1OC	-1.5	99	-1	13	19	-3	111	6	-2.9
CCOC(=O)c1ccccc1NC(=O)c1cccc(F)c1	-0.3	101	4	2	-2	-12	100	-7	-1.2
O=C(Nc1ccc2nc(-c3ccccc3)[nH]c2c1)c1ccco1	1.6	98	7	-2	36	1	95	0	0.7
COc1nc(C)ccc1-c1noc(-c2ccco2)n1	-1.0	92	-7	-2	32	-6	95	-6	-1.3
CCCC1=Nc2cc(C(=O)NCc3ccco3)ccc2Sc2ccccc21	0.6	99	-9	-1	-46	5	98	-10	-2.1
CCC1=C(OC(=O)N(CC)CC)N2C(=O)OC(=NCC(=O)OC)[C@]2(C)[C@H]2C1=CC[C@H]1C(=O)N(CC)C(=O)[C@H]12	0.7	98	18	1	.	.	95	-4	0.2
CCCNC(=O)CS(=O)Cc1nc(-c2cccc(OC)c2)oc1C (configuration not stated)	5.3	107	37	5	-2	-4	111	.	-1.6
CCOC(=O)C1=C(C)NC(=O)NC1c1ccc(OC)c(CN2CCOCC2)c1 (configuration not stated)	0.3	102	7	3	21	-1	101	1	0.5
CCN(CC)c1ccc(-c2nn3c(-c4cccnc4)nnc3s2)cc1	.	.	54	.	14	4	.	1	.
Cc1ccc(Nc2nnc(SCc3cc(=O)n4ccsc4n3)s2)c(C)c1	0.8	98	49	1	-9	-9	102	8	-2.5

Random excerpt: 4 entries already listed.
SMILES	V1R ag counter	MEKK3 PB1 HTS	PHOSPHO1 block	MEKK2mut PB1 HTS	NALP1 inh	GPR7 antag	MEKK2 WT-MEK5	GalR3 antagonist	OXTR ag
CSc1ccc(S(=O)(=O)NCc2ccc(C)cc2)cc1	0.0	95	13	-4	48	-10	98	-3	-1.5
COc1nc(C)ccc1-c1noc(-c2ccco2)n1	-1.0	92	-7	-2	32	-6	95	-6	-1.3
CCOC(=O)c1ccccc1NC(=O)c1cccc(F)c1	-0.3	101	4	2	-2	-12	100	-7	-1.2
O=C(Nc1ccc2nc(-c3ccccc3)[nH]c2c1)c1ccco1	1.6	98	7	-2	36	1	95	0	0.7
